# ROMK primary: ROMK potassium channel modulators, primary screen, cell-based, thallium flux, MLSMR library; Tet-inducible ROMK, thallium flux fluorescence; actives lie on both sides; B-score at 10 µM; 2% of 130,000 active; AID 1918, 2009;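 active means signal ratio slope over the read window, or its plate-corrected B-score, at least 3 SD from the plate mean, either direction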;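 further: B-score of the F/F0 ratio slope over 7 to 12 s after thallium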
# Target sequence (P48048 whole entry, looked up): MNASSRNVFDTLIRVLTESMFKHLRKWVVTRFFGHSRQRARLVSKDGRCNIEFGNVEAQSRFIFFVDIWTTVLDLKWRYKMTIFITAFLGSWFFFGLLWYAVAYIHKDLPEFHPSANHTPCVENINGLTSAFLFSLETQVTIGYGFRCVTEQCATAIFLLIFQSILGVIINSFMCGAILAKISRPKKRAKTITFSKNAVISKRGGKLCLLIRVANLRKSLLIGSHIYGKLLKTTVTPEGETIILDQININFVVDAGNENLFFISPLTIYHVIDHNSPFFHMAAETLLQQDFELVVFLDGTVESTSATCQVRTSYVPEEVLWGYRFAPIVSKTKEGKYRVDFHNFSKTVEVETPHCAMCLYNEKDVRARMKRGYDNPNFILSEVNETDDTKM
# G6PDH CS: L. mesenteroides G6PDH inhibitors, counter-screen for G6PDH-coupled screening assays, biochemical, Leuconostoc mesenteroides enzyme. glucose-6-phosphate dehydrogenase [Leuconostoc mesenteroides]. Purified L. mesenteroides G6PDH, diaphorase/resazurin coupled fluorescence, 45 min. inhibition, % at 5 µM. 0.12% of 200,000 active; in the data active means inhibition above about 50%
# PMI act: activators of human PMI, primary screen, biochemical, fluorescence intensity, near-Km mannose 6-phosphate | Mannose-6-phosphate isomerase (Homo sapiens), P34949 | purified human PMI, coupled resazurin fluorescence, 20 min; hits give high values; 1 = vehicle control, 0 substrate-free wells | activation factor at 20 µM | 0.005% of 190,000 active;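 active means activation factor of 2 or more at 20 µM, relative to plate controls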
# Target sequence (P34949 whole entry, looked up): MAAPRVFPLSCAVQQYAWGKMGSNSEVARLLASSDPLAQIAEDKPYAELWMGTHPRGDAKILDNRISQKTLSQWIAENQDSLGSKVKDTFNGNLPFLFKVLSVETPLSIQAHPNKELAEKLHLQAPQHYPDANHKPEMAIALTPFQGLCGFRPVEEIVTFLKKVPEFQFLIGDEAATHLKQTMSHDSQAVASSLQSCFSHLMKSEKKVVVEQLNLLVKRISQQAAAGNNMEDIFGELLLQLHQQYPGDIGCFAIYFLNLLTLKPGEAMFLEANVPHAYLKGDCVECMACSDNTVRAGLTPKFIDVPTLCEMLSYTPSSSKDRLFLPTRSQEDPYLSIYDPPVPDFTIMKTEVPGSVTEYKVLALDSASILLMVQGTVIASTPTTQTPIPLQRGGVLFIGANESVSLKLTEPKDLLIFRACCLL
# PPARg SRC2 recr: agonists of PPARg-SRC-2 recruitment, primary screen, biochemical, HTS; AID 1032, 2008; activation, % at 8 µM; 0.34% of 200,000 active; PPARgamma LBD-SRC-2 recruitment; in the data active means activation above about 22%;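 further: 0% = vehicle and 100% = reference agonist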
# PPARg SRC3 recr: PPARgamma agonists recruiting SRC-3 coactivator, primary screen, biochemical. Peroxisome proliferator-activated receptor gamma (Homo sapiens), P37231. biochemical PPARgamma/SRC-3 coactivator recruitment assay. activation, % at 8 µM. 0.26% of 200,000 active. AID 731, 2007; in the data active means activation above about 23%;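 further: 0% = DMSO and 100% = reference agonist; some compounds past the cut are filed as inactive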
# TR-FRET SRC-2 ct: TR-FRET signal artefacts, primary screen, artefact control for PPARgamma SRC-2 agonist project, biochemical. TR-FRET artefact counter-screen; hits give high values. TR-FRET ratio at 8 µM. 0.4% of 200,000 active. AID 1049, 2008; in the data active means TR-FRET ratio above about 2000; further: inactives centre near 1500
# PMI act satM6P: human PMI activators, high substrate, primary screen, biochemical, fluorescence intensity, near-saturating mannose 6-phosphate | Mannose-6-phosphate isomerase (Homo sapiens), P34949 | activation factor at 20 µM | 0.34% of 190,000 active | AID 1216, 2008 | coupled PMI enzyme assay, resazurin fluorescence, 20 min; hits give high values; 1 = untreated enzyme, 0 = substrate-free blank;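 active means activation factor of 2 or more at 20 µM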
#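 assay system = human phosphomannose isomerase with PGI, G6PDH, diaphorase coupling enzymes | quantity = 15 ng/mL PMI | incubation = enzyme reaction with compound 20 min at room temperature | medium = HEPES pH 7.4 buffer with MgCl2 and Tween-20 | compound dosing = one concentration, 20 µM, in 1% DMSO | measured by = Diaphorase-driven resazurin-to-resorufin fluorescence, excitation 544, emission 590 nm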
# Diaph inh CS: diaphorase inhibitors and chemical oxidizers, primary screen, counter-screen for diaphorase-coupled primary assays, biochemical, uHTS, resorufin fluorescence; inhibition, % at 20 µM; diaphorase resazurin-to-resorufin fluorescence, NADH, 16 min; bacterial (C. kluyveri) enzyme, not human; 0.69% of 190,000 active; AID 1217, 2008;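 active means primary screen inhibition at 20 µM above a set limit, cut at about 50% in these data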;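 further: plate controls were DMSO with full reaction for no effect and wells lacking NADH for full effect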
#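 Assay system: diaphorase enzyme from Clostridium kluyveri. Quantity: enzyme working solution with 0.14 U/mL diaphorase. Schedule: reaction incubation of 16 min at room temperature. Technique: resorufin fluorescence, excitation 544 nm, emission 590 nm. Controls: No-NADH positive control and DMSO neutral control.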
# Diaph act CS: compounds boosting diaphorase resazurin reduction – biochemical, uHTS, resorufin fluorescence, counter-screen for diaphorase-coupled primary assays, primary screen. activation factor at 20 µM. 0.005% of 190,000 active. Diaphorase/resazurin coupled assay, 16 min; hits give high values; 1 = vehicle wells, 0 = NADH-free wells;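 active means diaphorase activity raised at least twofold by the compound at 20 µM; inactive means activation factor below 2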
#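 Test system: Clostridium kluyveri diaphorase, purified enzyme. Buffer or medium: 50 mM HEPES pH 7.4 buffer plus MgCl2 and Tween 20. Also added: 0.114 mM NADH and 0.1 mM resazurin, final amounts. Dosing: compound 20 µM once, DMSO 1%. Schedule: 16 min enzyme reaction, ambient temperature. Detection: fluorescence of resorufin, 544 nm excitation, 590 nm emission.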
# PPARg SRC1 recr: PPARgamma agonists recruiting SRC-1 coactivator, primary screen, biochemical | activation, % at 8 µM | Peroxisome proliferator-activated receptor gamma (Homo sapiens), P37231 | AID 631, 2007 | 0.41% of 200,000 active | PPARgamma-SRC-1 coactivator recruitment biochemical assay; in the data active means activation above about 19%;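 further: 0% = DMSO and 100% = reference agonist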
# S1P3 antagonist: S1P3 receptor antagonists, primary screen, cell-based; 0.27% of 170,000 active; inhibition, % at 4.98 µM; CHO S1P3 NFAT-BLA reporter, FRET fluorescence, antagonist mode; Sphingosine 1-phosphate receptor 3 (Homo sapiens), Q99500; AID 485, 2006;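 active means inhibition above the plate cutoff, the mean inhibition of test wells on that plate plus 3 SD, cut at about 28% in these data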;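 further: cells challenged with S1P at its EC80 of 0.8 µM; blue over green emission ratio from cleaved BLA substrate after 4 h stimulation; 0% = S1P-stimulated wells and 100% = unstimulated DMSO-only wells; some compounds past the cut are filed as inactive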
# Active calls of the source: *; · = no result given.
SMILES,ROMK primary,G6PDH CS,PMI act,PPARg SRC2 recr,PPARg SRC3 recr,TR-FRET SRC-2 ct,PMI act satM6P,Diaph inh CS,Diaph act CS,PPARg SRC1 recr,S1P3 antagonist
N#Cc1ccc(N/N=C/c2cn(-c3ccccc3)nc2-c2ccccc2)c([N+](=O)[O-])c1,0.45,3,1,-2,2,1615,1.1,-8,1.1,-6,-11
Fc1ccc(-c2csc(-c3ccncc3)n2)cc1,0.97,-2,0.9,-8,1,1587,0.9,18,0.8,-4,-18
CC(C)(C)C1CCC(C(=O)Nc2ccccc2)CC1 (stereo not given),-0.83,10,0.9,9,3,1587,0.9,22,0.8,-2,·
O=C(N/N=C/c1cccc([N+](=O)[O-])c1)c1cccs1,·,-20,1,12,1,1619,1,9,0.9,0,0
N#C/C(=C\c1ccc(N2CCOCC2)o1)c1nc2ccccc2[nH]1,·,20,0.8,26*,23,1740,0.5,24,0.8,25*,·
Cc1ccccc1NC(=O)c1ccc(NC(=O)c2ccco2)cc1,-1.5,-24,0.9,3,16,1334,0.9,14,0.9,1,9
CC1=C(C(=O)N2CCOCC2)C(c2cccs2)NC(=O)N1 (stereo not given),·,0,0.9,4,13,1481,1,19,0.8,7,2
CCOC(=O)NN1C(=O)c2ccccc2NC1c1ccc(OC)cc1 (stereo not given),·,4,1,7,-3,1700,1,9,0.9,3,3
COc1cc(/C=N/O)ccc1Oc1ccc([N+](=O)[O-])cc1[N+](=O)[O-],0.026,0,0.9,-5,7,1640,0.9,14,0.9,10,10
C=CCNC(=O)CCCCC(=O)NCC=C,·,5,0.9,-2,-8,1513,0.9,9,0.9,8,0
CCN(CC)CCN(CC)Cc1ccccc1Br,·,16,1.1,0,7,1327,1.1,5,0.9,9,-51
Brc1ccc(C=Nc2ccc3c(c2)OCCOCCOCCO3)s1,-0.49,-16,0.9,-5,-3,1434,0.7,-2,1,-1,-14
COc1ccc(NC(=O)CN2CCN(CC(=O)Nc3ccccc3F)CC2)c(OC)c1,-0.12,-12,1.1,1,-8,1384,1.1,6,0.9,-4,-12
CCOC(=O)c1ccc(NC(=O)CC2S/C(=N/N=C3/NC(=O)CS3)NC2=O)cc1 (stereo not given),-0.13,10,1,4,7,1754,0.8,5,0.9,11,-29
Cc1ccc(-c2n[nH]c(=S)n2/N=C/C=C/c2ccccc2[N+](=O)[O-])cc1,0.051,1,0.9,1,-3,1577,1,55*,0.4,-8,·
COc1cccc(NC(=S)N(CCc2c(C)[nH]c3ccc(C)cc23)Cc2cccs2)c1,0.055,13,1,1,0,1433,1,-5,1.1,-4,7
Cc1ccc(Sc2ncccc2C(=O)O)cc1C,0.64,13,1,10,0,1693,1,2,1,0,-2
CCOc1ccc(Nc2oc(Cc3ccccc3)nc2C#N)cc1,·,-2,0.8,7,-8,1418,0.8,31,0.7,7,22
COC(=O)c1ccc(NC(=O)CSCc2ccccc2C)cc1,·,2,0.9,-2,-8,1442,1,9,0.9,-1,·
COC(=O)c1ccc(OCC(O)CN(CC(C)C)CC(C)C)cc1 (stereo not given),0.33,3,1,3,1,1553,1,14,0.9,5,2
CCCCC(c1nnnn1C1CCCC1)N1CCN(C2CCCC2)CC1 (stereo not given),-3.2*,6,1.2,5,20,1536,1.2,-5,1.1,2,25
CC(Sc1nc(N)cc(=O)[nH]1)C(=O)Nc1cccc(Cl)c1 (stereo not given),·,17,0.9,-1,6,1507,0.9,6,0.9,3,-19
CCn1nnc(NC(=O)c2cccnc2)n1,·,4,0.9,2,4,1534,0.9,16,0.8,-8,-10
O=C(NCCc1ccc(S(=O)(=O)N2CCCC2)cc1)c1cccs1,-0.076,3,1.1,2,8,1576,1.1,6,0.9,-3,-11
O=C1CCC([N+](=O)[O-])C(c2cccc(Br)c2)N1 (stereo not given),0.031,2,1,-10,0,1514,1,5,1,2,-7

# The results go on:
SMILES,ROMK primary,G6PDH CS,PMI act,PPARg SRC2 recr,PPARg SRC3 recr,TR-FRET SRC-2 ct,PMI act satM6P,Diaph inh CS,Diaph act CS,PPARg SRC1 recr,S1P3 antagonist
NC(=O)C1(N2CCCCC2)CCN(C(=S)Nc2cccc(Cl)c2)CC1,-0.36,10,0.9,9,1,1577,0.9,12,0.9,15,8
COC(=O)C1=C(C)N(CCc2c[nH]c3ccc(OC)cc23)C(=O)C1,-1.3,4,1.1,-9,2,1371,0.7,-3,1,-2,-10
O=C(CSc1ncn(-c2ccccc2)n1)Nc1ccc2c(c1)OCCO2,-0.34,4,1.1,0,-1,1542,0.9,11,0.9,0,-10
CC1=C(C(=O)Nc2ccccc2C)C(c2ccc(C)o2)n2c(s/c(=C/c3ccccc3)c2=O)=N1 (stereo not given),-1.3,-2,0.9,1,-6,1257,1,14,0.9,0,·
CC(C)[C@H](NC(=O)[C@@H]1CSCN1C(=O)OC(C)(C)C)C(=O)NCC1CCC(C(=O)O)CC1 (stereo not given in full),·,-2,1,0,4,1274,1,16,0.8,-1,-3
COC(=O)[C@H](CCSC)NC(=O)Nc1ccc(C)c(C)c1,·,-6,1.1,3,-7,1504,1,6,0.9,4,-28
Cn1c(C(=O)O)cnc1Sc1ncc(C(F)(F)F)cc1Cl,·,-5,1.3,-1,3,1420,1.2,-9,1.1,-5,0
Cc1cccc(C)c1NC(=S)NC1CCCCC1,·,-5,0.9,2,2,1738,1,10,0.9,-3,-52
CC(=O)Nc1ccc(Nc2nc(C)c([N+](=O)[O-])c(Nc3ccc(NC(C)=O)cc3)n2)cc1,·,16,1,-5,-3,1743,1,10,0.9,-6,-3
Nc1cc(N)nc(SCCN2CCCCC2)n1,0.35,4,1.1,-11,5,1449,0.9,14,0.9,-1,-13
O=C(N/N=C1\C2CN3CCN(C2)CC1(c1ccccc1)C3)c1ccc(F)cc1,0.36,2,1,-5,-3,1571,1.1,5,1,0,-12
Nc1c(-c2ccc(Cl)cc2)cnn1-c1cccc([N+](=O)[O-])c1,·,9,0.9,-1,-15,1392,1,17,0.8,-1,·
CCOC(=O)c1cnn(-c2ccc(Cl)cc2)c1C1CCN(C(=O)OC(C)(C)C)CC1,0.12,0,0.9,-4,1,1608,0.9,18,0.8,-1,·
O=c1c2ccccc2nc(SCc2ccccc2)n1Cc1ccco1,-1.1,5,0.9,3,-2,1372,1,8,0.9,4,15
O=C(C1=C[C@@H](c2coc3ccccc3c2=O)C[C@@H](OCc2ccc(CO)cc2)O1)N1CCN(Cc2ccccc2)CC1,·,0,0.9,9,5,1688,0.9,29,0.7,0,-15
CCC(=O)N/N=C/c1ccc(OS(=O)(=O)c2ccccc2)cc1,-1,-9,0.9,-15,3,1341,1,0,1,-6,7
CCN(CC)CCN1C(=O)C(=O)/C(=C(/O)c2c(C)[nH]c(C(=O)OC)c2C)C1c1ccc(OC)cc1 (stereo not given),0.73,5,1,1,-1,1567,1,20,0.8,-3,·
COc1ccc(CN(CC2CCC(C(=O)O)CC2)C(=S)Nc2cc(C)cc(C)c2)cc1 (stereo not given),1.1,7,0.9,1,7,1645,1,-2,1,-3,-5
O=C(NCc1ccco1)C(c1ccc(F)cc1)N(CC1CCCO1)C(=O)Cn1nnc2ccccc21 (stereo not given),·,15,0.9,6,5,1670,0.9,8,0.9,4,5
CN(C)S(=O)(=O)c1cccc(NC(=O)COC(=O)c2ccc3c(c2)OCO3)c1,-0.11,-2,1,-6,1,1599,1,15,0.8,3,-8
CCOC(=O)C1CCN(C(=O)CC2C(=O)N(Cc3ccccc3)C(C)c3nc4ccccc4n32)CC1 (stereo not given),·,3,1,2,3,1501,1,7,0.9,1,-23
COc1ccc(/C=N/Nc2nc(N3CCCCC3)nc(N3CCCCC3)n2)cc1[N+](=O)[O-],-0.14,3,0.9,-7,-1,1437,0.9,20,0.8,3,-2
Cc1ccc2c(Cl)cc(Cl)c(OCC(=O)O)c2n1,-0.46,9,1,4,-1,1502,0.9,14,0.9,11,5
COCc1ccc(CN2CCC(CO)(CC3CCCCO3)CC2)o1 (stereo not given),0.36,22,1,-2,-4,1532,1,2,1,-2,4
CCOC(=O)c1c(C)oc2c1c(C=NCCO)c(O)c1ccccc12,·,57*,0.2,5,0,1644,0.2,82*,0.2,-1,2
COc1ccc(C/C(N)=N/OC(=O)c2ccco2)cc1OC,-0.18,14,0.9,-3,3,1469,0.8,12,0.9,8,2
Fc1ccc(NC(=S)Nc2ccc(Br)cc2)cc1,-1.7,4,0.9,6,4,1481,1,16,0.8,-3,-3
O=C(COC(=O)c1ccc(Br)o1)NCc1ccco1,0.62,·,·,-3,0,1388,·,·,·,0,·
O=C(c1ccccn1)C1CCCN(Cc2cn[nH]c2-c2cc3ccccc3o2)C1 (stereo not given),-0.91,3,1,-8,4,1507,1,-7,1.1,-6,-10

# Not a retest: entries from further up.
SMILES,ROMK primary,G6PDH CS,PMI act,PPARg SRC2 recr,PPARg SRC3 recr,TR-FRET SRC-2 ct,PMI act satM6P,Diaph inh CS,Diaph act CS,PPARg SRC1 recr,S1P3 antagonist
CCOC(=O)c1cnn(-c2ccc(Cl)cc2)c1C1CCN(C(=O)OC(C)(C)C)CC1,0.12,0,0.9,-4,1,1608,0.9,18,0.8,-1,·
O=c1c2ccccc2nc(SCc2ccccc2)n1Cc1ccco1,-1.1,5,0.9,3,-2,1372,1,8,0.9,4,15
O=C(C1=C[C@@H](c2coc3ccccc3c2=O)C[C@@H](OCc2ccc(CO)cc2)O1)N1CCN(Cc2ccccc2)CC1,·,0,0.9,9,5,1688,0.9,29,0.7,0,-15
CCC(=O)N/N=C/c1ccc(OS(=O)(=O)c2ccccc2)cc1,-1,-9,0.9,-15,3,1341,1,0,1,-6,7
CCN(CC)CCN1C(=O)C(=O)/C(=C(/O)c2c(C)[nH]c(C(=O)OC)c2C)C1c1ccc(OC)cc1 (stereo not given),0.73,5,1,1,-1,1567,1,20,0.8,-3,·

# Compound activity deposited in PubChem BioAssay by several laboratories.

# Not a hit list; overall some 3.3% were active at least once.
